Source: PubChem BioAssay (Sanford-Burnham Center for Chemical Genomics)
tim10-1 inh: tim10-1 yeast growth inhibition; S. cerevisiae tim10-1 ts strain growth, BacTiter-Glo, 24 h; 2.2% of 330,000 active; inhibition, % at 20 µM; AID 463190;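 active = inhibition of at least 40%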;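 note: mutant grown at 25 °C; 0% = DMSO wells with yeast and 100% = wells holding no yeast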
UPR XBP1 act: activators of adaptive arm of unfolded protein response (XBP1); CHO-XBP1 luciferase reporter, IRE1-XBP1 UPR activation, luminescence; percent of tunicamycin response, DMSO as zero; activation, % at 20 µM; 0.33% of 330,000 active; AID 463104;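 active = versus positive control, 20 µM dose yields 30% or more activation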;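 note: 100% = tunicamycin at 10 µg/mL and 0% = DMSO only wells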
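Material: CHO-XBP1 cells stably carrying IRE1-XBP1-driven luciferase reporter | Medium: F12 with 10% serum | Compound dosing: 20 µM single concentration, DMSO 1% | Incubation: Overnight seeding at 37 °C, 6 h compound treatment at 37 °C | Detection: Steady-Glo luminescence read | Read-out basis: % activation of reporter signal versus tunicamycin and DMSO controls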
APJ ag: activates the human apelin receptor APJ; P35414; CHO-K1 APJ PathHunter beta-arrestin, luminescence; 0% DMSO wells, 100% apelin; activation, % at 20 µM; 0.11% of 330,000 active;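 active = activation more than six SD over the plate average, tested at 20 µM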;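 note: 0% = DMSO alone and 100% = apelin-13 at 10 nM; some results filed as inactive read as strong as hits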
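Assay system: engineered CHO-K1 APJ arrestin reporter cells; Amount: 1000 CHO-K1 reporter cells seeded per well; Dosing: one dose, 20 µM compound, 1% DMSO; Times: compound stimulation 90 min at 25 °C, detection 60 min; Measured by: luminescent beta-gal fragment complementation, chemiluminescent substrate; Read-out: APJ–arrestin association signal; Controls: DMSO vs Apelin-13 10 nM.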
tim23-1 inh: inhibits growth of tim23-1 mutant yeast | S. cerevisiae tim23-1 growth, BacTiter-Glo luminescence, 24 h | inhibition, % at 20 µM | 1.3% of 330,000 active | AID 463212;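 active = growth inhibition of the mutant yeast at or above 50%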;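 note: temperature-sensitive mutant grown at 25 °C; plate controls were DMSO-treated mutant yeast for no effect and medium wells lacking yeast for full effect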
Mdm2 MdmX PPI: disrupts the human Mdm2-MdmX interaction; O15151+Q00987; SaOS-2 split-luciferase Mdm2/MdmX complementation, luminescence; inhibition, % at 8 µM; 3% of 330,000 active; AID 485346;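 active = inhibition of at least 50% at 8 µM in the primary screen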
Target sequence (O15151 whole entry, looked up): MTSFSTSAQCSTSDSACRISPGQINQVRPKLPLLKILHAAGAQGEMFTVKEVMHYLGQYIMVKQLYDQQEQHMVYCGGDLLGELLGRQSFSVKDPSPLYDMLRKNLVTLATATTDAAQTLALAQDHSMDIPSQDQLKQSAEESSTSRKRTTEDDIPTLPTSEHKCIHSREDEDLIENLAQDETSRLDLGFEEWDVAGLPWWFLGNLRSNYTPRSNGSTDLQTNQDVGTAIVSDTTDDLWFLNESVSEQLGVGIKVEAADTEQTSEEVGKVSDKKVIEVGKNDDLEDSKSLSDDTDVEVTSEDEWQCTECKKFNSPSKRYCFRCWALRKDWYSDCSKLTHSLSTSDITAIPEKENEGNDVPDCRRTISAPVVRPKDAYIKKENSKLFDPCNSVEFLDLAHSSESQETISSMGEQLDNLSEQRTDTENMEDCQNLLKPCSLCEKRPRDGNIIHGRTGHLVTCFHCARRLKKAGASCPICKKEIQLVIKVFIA
Target sequence (Q00987 whole entry, looked up): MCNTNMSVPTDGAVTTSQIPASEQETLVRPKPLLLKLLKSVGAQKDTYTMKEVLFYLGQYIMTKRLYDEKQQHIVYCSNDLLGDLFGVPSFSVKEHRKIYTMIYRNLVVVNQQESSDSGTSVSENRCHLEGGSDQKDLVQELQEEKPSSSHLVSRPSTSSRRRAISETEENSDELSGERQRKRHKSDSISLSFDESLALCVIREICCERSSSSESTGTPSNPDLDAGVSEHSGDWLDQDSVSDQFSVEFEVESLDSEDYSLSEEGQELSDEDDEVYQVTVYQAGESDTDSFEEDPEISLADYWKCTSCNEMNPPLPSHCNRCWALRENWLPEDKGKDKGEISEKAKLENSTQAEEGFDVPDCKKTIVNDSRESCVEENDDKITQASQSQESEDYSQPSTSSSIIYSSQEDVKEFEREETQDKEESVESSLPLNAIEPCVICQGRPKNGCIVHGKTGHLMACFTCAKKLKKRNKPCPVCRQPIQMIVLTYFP
UPR CHOP act: activators of apoptotic arm of unfolded protein response (CHOP); activation, % at 10 µM; 0.34% of 330,000 active; CHO-CHOP luciferase reporter, UPR activation, luminescence; percent of tunicamycin response over DMSO baseline;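 active = at 10 µM dose, activation of 40% or more, normalized to positive control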;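 note: 100% = tunicamycin at 10 µg/mL and 0% = DMSO alone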
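Dosing – one dose, 10 µM in 0.5% DMSO · System – CHO-CHOP cells, stable luciferase reporter of PERK-eIF2a-CHOP signalling · Input – 500 cells/well · Control set – tunicamycin 10 µg/mL final as positive, DMSO-only wells as negative · Timing – 6 h compound treatment, 37 °C · Measure – % activation vs tunicamycin · Technique – luminescence read with Steady-Glo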
TIM10 inh: TIM10 yeast growth inhibition | inhibition, % at 10 µM | 1.4% of 330,000 active | S. cerevisiae TIM10 strain growth, BacTiter-Glo luminescence, 24 h | AID 463195;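 active = inhibition of 40% or more at the single tested concentration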;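 note: wild-type TIM10 isogenic control strain grown at permissive 25 °C; 0% = DMSO yeast wells and 100% = minimal medium wells without yeast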
APJ antagonist: APJ receptor antagonism | P35414 | CHO-K1 APJ beta-arrestin complementation, luminescence | inhibition, % at 20 µM | 0.32% of 330,000 active;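 active = inhibition above about 40% at 20 µM, limit read from the data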;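 note: cells challenged with 10 nM apelin-13 agonist together with compound; plate controls were apelin-13 plus DMSO wells for no effect and DMSO wells lacking apelin-13 for full effect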
CXCR6 block: CXCR6 (human) receptor inhibition. AID 602244. inhibition, % at 20 µM. O00574. CHO-K1 PathHunter CXCR6 beta-arrestin, luminescence. 0.36% of 360,000 active; in the data active = inhibition above about 34%, passing the limit was not always enough;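 note: antagonist mode with CXCL16 agonist at 10 nM final; 0% = 10 nM CXCL16 with DMSO and 100% = unstimulated wells without agonist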
An asterisk follows results filed as active. This is a subset. The share of hits here may be higher or lower than overall.

Order of values – tim10-1 inh, UPR XBP1 act, APJ ag, tim23-1 inh, Mdm2 MdmX PPI, UPR CHOP act, TIM10 inh, APJ antagonist, CXCR6 block
Cc1c(N=Cc2cccs2)c(=O)n(-c2ccccc2)n1C
→ 8, 4, -6, 0, 26, 0.1, 6, 2, -7
O=C(C1CCC(CNS(=O)(=O)c2cccs2)CC1)N1CCN(c2ccc(F)cc2)CC1 (stereo unspecified)
→ 27, -5, 13, 34, 28, 1.7, 20, -3, -3
Cc1nnc(Sc2nc3ccccc3o2)c2ccccc12
→ 39, 0, 0, 31, 37, 9.4, 30, 15, -13
O=S(=O)(NCC(c1ccco1)N1CCN(c2ccccc2)CC1)c1ccc(F)cc1 (stereo unspecified)
→ 12, -3, 0, 21, 8, -1.0, 5, 11, -2
COc1ccc(CC(=O)Nc2ccc(S(=O)(=O)N3CCCCC3)cc2)cc1OC
→ 21, -2, 8, 13, 1, -1.8, 10, -5, -6
Cc1ccc(S(=O)(=O)N2CCN(C(C)C(=O)Nc3ccccc3-c3ccccc3)CC2)cc1 (stereo unspecified)
→ 27, 0, -1, 20, 3, 1.5, -4, 8, 8
Cc1cccc(OCCC(=O)NCC(=O)Nc2c(C)cccc2C)c1
→ 3, -4, -1, 11, 10, -0.9, 4, 1, 9
COC(c1ccccc1)c1nnc(CCC(=O)NCCCc2ccccc2)o1 (stereo unspecified)
→ 8, 3, 1, 13, 1, 1.2, -10, 0, 5
Cc1ccc(C(=O)N2CCCC2)cc1Br
→ -3, 1, -4, 5, -12, 1.3, -5, 12, -3
CC(C)NC(=O)NC(=O)CSc1ccc(S(=O)(=O)N2CCCC2)cn1
→ 1, -1, -2, 2, -22, -2.0, 6, 16, -5
Cc1cc(O)ccc1N/C=C1\CCCC1=O
→ 11, 0, 2, 4, -5, 2.2, -4, -39, -12
O=C(NCCN1CCOCC1)/C(=C/c1ccc(Cl)cc1)NC(=O)c1ccccc1
→ -11, -3, -3, 3, -8, 2.0, 11, 20, -4
CC1CCN(C(=O)C2CCCN2S(=O)(=O)c2ccc(Cl)cc2)CC1 (stereo unspecified)
→ 13, -3, 9, 6, 19, 1.4, 12, 5, -5
Nc1oc2ccccc2c(=O)c1-c1ccc2c(c1)OCO2
→ 13, -1, -2, 12, 32, 4.2, -1, -8, 4
O=C(N/N=C/c1cc(Cl)cc([N+](=O)[O-])c1O)C(O)(c1ccccc1)c1ccccc1
→ 6, -2, -8, 16, 21, 1.6, 12, 34, 35
CC1=NNC(=O)C1CC(=O)N/N=C(\C)c1ccco1 (stereo unspecified)
→ -7, -3, -5, -2, -16, -0.2, 18, -2, -8
Cc1cc2ncn(C(=O)N3CCCCCC3)c2cc1C
→ 35, 1, 1, 27, -10, 7.8, 13, 15, -1
CC1=[N+](C)c2ccc3ccccc3c2C1(C)C
→ 40, 11, 0, 21, 86*, 8.1, 16, -17, -1
Cc1cc(=O)n2nc(N3CCC(C(=O)N4CCN(Cc5ccccc5)CC4)CC3)sc2n1
→ 11, 1, -3, 3, 14, -2.4, -1, 9, -3
CC(/C=C1\SC(=S)N(c2ccc(C(=O)O)cc2)C1=O)=C\c1ccccc1
→ 17, 1, -1, 18, 1, 1.5, 9, -2, 7
CCCOc1ccc(N2CC(C(=O)NC3=NCCS3)CC2=O)cc1 (stereo unspecified)
→ 16, -3, 0, 15, 7, -1.5, -10, -9, -6
N#Cc1c(Cl)nsc1NCCN1CCOCC1
→ 9, -6, -3, 1, 14, -0.4, 0, 10, 5
CCCNC(=O)COC(=O)c1cc2c(=O)n3ccccc3nc2s1
→ -6, -2, -1, -6, 11, 0.4, -9, 0, 7
CCN(CC)C(=O)COc1ccc(/C(C)=N/NC(=O)c2ccccc2-n2cccc2)cc1
→ -6, -3, -4, 12, 11, -1.0, 3, 17, 2
COc1cccc(Nc2nc(-c3cccc(N4C(=O)c5ccccc5C4=O)c3)cs2)c1
→ 22, 4, -4, 15, -22, 5.6, 21, 0, 7
CCCn1cnc2c(=O)oc3ccccc3c21
→ 7, 3, 0, -3, 13, 1.6, -15, -4, -4
COCCn1c(C)cc(C(=O)COC(=O)/C=C/c2ccc(OC)cc2OC)c1C
→ 2, -5, -2, 9, 15, -0.7, 2, 5, 8
COc1ccc(C23CC4CC(CC(C4)C2)C3)cc1C(=O)NCCN(C)C
→ 14, 6, -2, 5, 62*, 3.8, 17, 8, -6
O=C(CSc1ccccc1)Nc1ccc2c(c1)C(=O)NC2=O
→ 4, -4, -6, 12, 26, 2.2, -3, 11, -2
Cc1ccc(C(=O)NC(=S)Nc2ccc(-c3cc4ccccc4oc3=O)cc2)c(C)c1
→ 1, -8, 1, 1, 22, 3.3, 3, -10, 3
O=c1oc2ccccc2cc1-c1ccc(O)cc1
→ -7, 1, 0, 31, -95, 5.0, 8, -21, 10
CC(C)(C)OC(=O)C[C@H]1C/C=C\C[C@@H](CC(=O)N(CCO)Cc2ccccc2)C(=O)N2CCC[C@@H]2COC1=O
→ -9, 1, 0, 2, 5, -1.2, 0, -1, -2
Cc1ccccc1OCC(=O)N/N=C1\CCOc2c(C)cccc21
→ -7, 5, 2, 17, 20, 2.4, 9, -7, -2
Cc1cc(C)n2nc(CC(=O)NC3CCCCCCC3)nc2n1
→ 19, 0, -2, 3, -1, 1.1, -18, 3, -1
CSCCC(NC(=O)c1ccccc1)C(=O)N1CCN(C(c2ccccc2)c2ccccc2)CC1 (stereo unspecified)
→ -36, -1, -4, 1, 33, 0.5, -21, 6, 15
COCc1nnc(NC(=O)c2cccs2)s1
→ 29, -1, 1, 23, -7, 0.0, 15, 5, -2
CC1(C)CC(=O)CC(C2(O)C(=O)N(Cc3ccccc3)c3ccccc32)O1 (stereo unspecified)
→ 6, 2, -3, 10, 13, -0.1, 4, -67, 5
O=C(C[n+]1cn(C(F)F)c2ccccc21)c1ccc(Br)cc1
→ 64*, 1, 15, 55*, -2, -1.5, 72*, -8, -6
CN1C(=O)C(C)(C)c2cc(S(=O)(=O)N3CCCC(C(=O)Nc4ccc(Cl)cc4)C3)ccc21 (stereo unspecified)
→ 19, -2, 1, 25, 26, 0.0, 6, -40, -2
COCCN1Cc2cccc(C(=O)Nc3cccc(C)c3C)c2C1=O
→ 36, -2, -8, 25, 28, -0.4, 8, 0, 3

A run of entries taken from the entries so far, for reference:
Order of values – tim10-1 inh, UPR XBP1 act, APJ ag, tim23-1 inh, Mdm2 MdmX PPI, UPR CHOP act, TIM10 inh, APJ antagonist, CXCR6 block
CCCOc1ccc(N2CC(C(=O)NC3=NCCS3)CC2=O)cc1 (stereo unspecified)
→ 16, -3, 0, 15, 7, -1.5, -10, -9, -6
N#Cc1c(Cl)nsc1NCCN1CCOCC1
→ 9, -6, -3, 1, 14, -0.4, 0, 10, 5
CCCNC(=O)COC(=O)c1cc2c(=O)n3ccccc3nc2s1
→ -6, -2, -1, -6, 11, 0.4, -9, 0, 7
CCN(CC)C(=O)COc1ccc(/C(C)=N/NC(=O)c2ccccc2-n2cccc2)cc1
→ -6, -3, -4, 12, 11, -1.0, 3, 17, 2
COc1cccc(Nc2nc(-c3cccc(N4C(=O)c5ccccc5C4=O)c3)cs2)c1
→ 22, 4, -4, 15, -22, 5.6, 21, 0, 7
CCCn1cnc2c(=O)oc3ccccc3c21
→ 7, 3, 0, -3, 13, 1.6, -15, -4, -4

Further records
| canonical_smiles | tim10-1 inh | UPR XBP1 act | APJ ag | tim23-1 inh | Mdm2 MdmX PPI | UPR CHOP act | TIM10 inh | APJ antagonist | CXCR6 block |
| --- | --- | --- | --- | --- | --- | --- | --- | --- | --- |
| O=C(CSc1ncccn1)Nc1cc(Cl)ccc1[N+](=O)[O-] | 8 | 0 | 4 | 20 | 15 | 0.3 | -8 | -51 | -20 |
| O=C(Nc1ccc(N2CCCC2=O)cc1)c1cncc(Br)c1 | 0 | 0 | -4 | -2 | 48 | 5.1 | -9 | 10 | 1 |
| Cc1cc2[nH]c(=O)c(=O)[nH]c2cc1S(=O)(=O)N(C)C1CCCCC1 | 3 | -3 | -2 | 12 | 4 | 0.8 | -3 | 6 | 2 |
| COc1cc(C)c(Br)cc1S(=O)(=O)NCc1cccs1 | 40* | -4 | -1 | 40 | -4 | 2.4 | 32 | 19 | -4 |
| COC(=O)[C@@H]1C[C@H]2CC[C@H](O)C[C@H]2N1Cc1ccc(C)s1 | 5 | -1 | -2 | 13 | 1 | -1.2 | -15 | 16 | 1 |
| C=CC[C@H](CC(=O)NCCO)C(=O)NC[C@@H](OC(=O)[C@@H](CC=C)CC(=O)OC(C)(C)C)c1ccccc1 | -8 | -3 | -4 | -7 | 17 | -0.9 | 4 | -8 | -5 |
| COc1ccccc1N1C[C@@H]2C[C@@H](c3ccco3)N3CCC[C@@]23C1=O | 11 | -2 | -5 | 22 | -13 | 0.6 | 2 | 16 | 3 |
| COCc1cc(C(C)=O)ccc1OCC(=O)Nc1ccc(NC(C)=O)cc1 | 6 | -3 | -6 | -11 | 20 | -0.4 | -9 | -25 | 6 |
